Bioassay records: PubChem, NMMLSC
CIT2-GFP yeast – alters CIT2-GFP fluorescence in TOR pathway yeast screen | AID 2029 | GFP response vs DMSO, % at 10 µM | S. cerevisiae CIT2-GFP strain, flow cytometry, 3 h; 100 means same as DMSO wells | hit rate 0.065% among 320,000;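 active = GFP response relative to DMSO above a set limit, near the screen mean plus 3 SD, cut at about 150% in these data; inconclusive = Fewer than 70 cells measured for a yeast strain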;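 also: ratio of well median GFP fluorescence to mean of DMSO wells on the plate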
VLA-4 inh – inhibition in a human VLA-4 binding assay. inhibition, % (about 7 µM as worked out from the volumes in the protocol). AID 2557. hit rate 0.2% among 330,000. VLA-4 expressing cells, ligand binding flow cytometry; in the data active = inhibition above about 50%
Target sequence (P13612 whole entry, looked up): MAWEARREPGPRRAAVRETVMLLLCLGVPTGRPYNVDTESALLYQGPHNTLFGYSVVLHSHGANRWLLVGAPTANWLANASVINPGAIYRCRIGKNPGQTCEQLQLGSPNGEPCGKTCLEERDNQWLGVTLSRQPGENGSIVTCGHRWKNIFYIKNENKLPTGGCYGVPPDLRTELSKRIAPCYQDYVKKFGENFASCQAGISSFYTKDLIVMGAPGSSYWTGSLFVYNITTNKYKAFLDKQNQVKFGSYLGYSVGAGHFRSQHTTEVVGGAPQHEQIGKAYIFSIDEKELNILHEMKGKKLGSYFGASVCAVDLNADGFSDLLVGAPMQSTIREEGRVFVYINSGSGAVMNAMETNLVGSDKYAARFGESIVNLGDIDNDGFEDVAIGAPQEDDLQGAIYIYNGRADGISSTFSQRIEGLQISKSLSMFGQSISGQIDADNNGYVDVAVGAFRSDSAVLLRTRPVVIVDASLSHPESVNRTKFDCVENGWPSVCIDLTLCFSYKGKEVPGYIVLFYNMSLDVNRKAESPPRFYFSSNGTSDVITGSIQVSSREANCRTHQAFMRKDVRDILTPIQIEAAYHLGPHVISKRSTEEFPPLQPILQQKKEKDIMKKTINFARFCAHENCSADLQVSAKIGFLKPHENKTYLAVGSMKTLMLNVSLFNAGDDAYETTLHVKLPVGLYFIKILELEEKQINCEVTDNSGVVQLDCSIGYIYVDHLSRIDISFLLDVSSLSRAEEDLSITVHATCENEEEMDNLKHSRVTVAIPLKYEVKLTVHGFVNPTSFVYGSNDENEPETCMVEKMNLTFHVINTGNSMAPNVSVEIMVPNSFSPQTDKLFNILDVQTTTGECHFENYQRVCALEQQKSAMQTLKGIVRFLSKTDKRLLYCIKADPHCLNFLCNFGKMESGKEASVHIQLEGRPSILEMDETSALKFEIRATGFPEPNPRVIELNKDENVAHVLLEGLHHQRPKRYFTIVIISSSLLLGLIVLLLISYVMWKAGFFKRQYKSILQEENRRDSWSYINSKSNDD
GRK2 aptamer HTS – blocks RNA aptamer binding to human GRK2 | P25098 | bead flow cytometry, FAM-aptamer displacement from GRK2 | inhibition of aptamer binding, % at 10 µM | hit rate 0.59% among 330,000 | AID 488847;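 active = inhibition of aptamer binding above 40%, roughly 3 SD of noise, on plates passing a quality check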;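 also: median bead fluorescence of bound FAM aptamer so fluorescent compounds give negative values; no value below 0 was filed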
LAP4 TOR yeast – yeast TOR pathway LAP4-GFP modulation. S. cerevisiae LAP4-GFP multiplex, flow cytometry GFP, 3 h; median GFP as percent of DMSO wells. GFP response vs DMSO, % at 10 µM. hit rate 0.34% among 320,000;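 active = GFP response vs DMSO above a set limit, about the screen mean plus 3 SD, cut at about 150% in these data; inconclusive = under 70 cell events counted for the yeast strain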
RPL19A-GFP yeast – alters RPL19A-GFP fluorescence in TOR pathway yeast screen. S. cerevisiae RPL19A-GFP strain, flow cytometry, 3 h; stronger effect = lower value. percent response vs DMSO, % at 10 µM. hit rate 0.3% among 330,000. AID 2025;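 active = percent response vs DMSO below 50%; inconclusive = fewer than 70 events counted for the yeast strain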;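 also: median channel GFP fluorescence of the barcoded RPL19A-GFP strain; ratio of sample median GFP to plate DMSO average so 100% = DMSO; lower means less RPL19A-GFP as with rapamycin TOR inhibition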
MEP2-GFP yeast – alters MEP2-GFP fluorescence in TOR pathway yeast screen; S. cerevisiae MEP2-GFP strain, flow cytometry GFP, 3 h; 100% = DMSO control level; GFP response vs DMSO, % at 10 µM; hit rate 0.51% among 330,000; AID 2016;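 active = GFP response versus DMSO above a set limit, roughly screen mean plus 3 SD, cut at about 180% in these data; inconclusive = fewer than 70 cells counted for a yeast strain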;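 also: median GFP fluorescence of the barcode-gated MEP2-GFP cells per well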
Yeast superoxide – caloric restriction mimetics inhibiting age-related superoxide in yeast; AID 2690; S. cerevisiae aged cells, superoxide DHE fluorescence; stronger effect = lower value; hit rate 0.18% among 330,000; superoxide response (% of plate mean), % at 10 µM;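 active = superoxide response under a set limit, about three screen SD below normal, cut at about 65% in these data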;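 also: yeast aged for seven days with compound at 30 °C before DHE staining; 100% = average MFI of all compound-treated wells on the plate with controls excluded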
AGP1-GFP MLPCN – modulators of TOR pathway AGP1-GFP in S. cerevisiae. GFP response vs DMSO, % at 10 µM. hit rate 0.02% among 320,000. S. cerevisiae AGP1-GFP multiplex flow cytometry, 3 h; GFP as percent of DMSO wells;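 active = GFP response relative to DMSO above a set limit, near screen average plus 3 SD, cut at about 150% in these data; inconclusive = fewer than 70 cells counted for the yeast strain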;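 also: median GFP channel fluorescence of the gated AGP1 strain per well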
Starred values were filed as active, the others as inactive; ? = inconclusive; · = not tested or not shown.

(1) CCSc1nc(=S)n(Cc2ccccc2)c(C)c1C(C)=O
(2) Cc1nn(S(=O)(=O)c2ccc(C(C)(C)C)cc2)c(C)c1S(=O)(=O)N1CCOCC1
(3) CCC(C)/C(C)=N/NC(=O)c1ccc(CSc2nc3ccccc3s2)cc1 (stereo not drawn)
(4) CCOC(=O)c1ccc(NC(=O)NCc2ccccc2)cc1
(5) Cc1nn(C)c(Cl)c1CN1CCC(Oc2ccc(C(=O)N3CCCC3)cc2)CC1
(6) COc1ccc2nc(N/C(N)=N/C(=S)Nc3c(C)cccc3C)nc(C)c2c1
(7) Cc1cc(=O)oc2c3c(cc(OCC(=O)NCc4ccccn4)c12)OC(C)(C)CC3
(8) COc1ccc(OC)c(-c2cc(C(F)(F)F)c3c(n2)sc2c(O)cc(=O)[nH]c23)c1
(9) COc1ccc(-c2cc(C(=O)Nc3c(C)n(C)n(-c4ccccc4)c3=O)c3ccccc3n2)cc1OC
(10) Cc1ccc(COc2ccc(/C=N/O)cc2)cc1

screen / no.,1,2,3,4,5,6,7,8,9,10
CIT2-GFP yeast,99,111,84,103,99,101,96,104,108,85
VLA-4 inh,4,0,9,-28,-9,-5,4,-23,4,10
GRK2 aptamer HTS,3,0,0,0,2,1,1,0,1,0
LAP4 TOR yeast,89,104,104,96,102,87,101,96,97,98
RPL19A-GFP yeast,99,102,96,100,100,95,96,105,103,101
MEP2-GFP yeast,107,100,104,105,103,100,100,106,102,97
Yeast superoxide,96,90,106,116,97,95,118,112,93,105
AGP1-GFP MLPCN,90,105,92,98,96,98,99,103,98,87

(11) CCOc1cccc(C=NCCc2ccc(OC)c(OC)c2)c1O
(12) NC(=O)c1cc([N+](=O)[O-])ccc1NCc1ccc(F)cc1
(13) NS(=O)(=O)c1ccc(CCNC(=O)CN2CCCCC2)cc1
(14) Cc1ccc(-n2c(Cn3cnc4ccccc43)nnc2SCC(=O)O)cc1
(15) CCOC(=O)C(Cc1ccccc1)C(=O)Nc1cccc2ccccc12 (stereo not drawn)
(16) CC(=O)c1cccc(NC(=O)c2ccc(OC3CSC3)cc2)c1
(17) COc1ccc(NC(=S)NC(=NS(=O)(=O)c2ccc(Cl)cc2)c2ccccc2)cc1
(18) COc1ccc(NC(=O)Cn2nnc(C(=O)NCc3ccc(C)cc3)c2N)cc1Cl
(19) CC(C)c1csc2nc3n(c(=O)c12)CCCCC3
(20) Cc1ccc(CSCCNC(=O)c2ccc(Cl)c(S(=O)(=O)N3CCOCC3)c2)cc1

screen / no.,11,12,13,14,15,16,17,18,19,20
CIT2-GFP yeast,97,90,105,111,92,102,103,108,101,88
VLA-4 inh,5,27,20,-12,·,21,1,1,-3,6
GRK2 aptamer HTS,1,0,4,1,0,0,1,0,0,2
LAP4 TOR yeast,81,127,101,95,97,104,116,97,97,87
RPL19A-GFP yeast,94,102,101,103,101,100,107,100,95,98
MEP2-GFP yeast,91,95,101,103,97,104,101,102,102,106
Yeast superoxide,90,94,93,100,105,79,95,111,100,96
AGP1-GFP MLPCN,90,88,107,101,102,103,109,96,101,110

(21) O=C(NCc1n[nH]c(=S)n1Cc1ccccc1)c1ccccc1
(22) Cc1ccc(CN(c2ccc(C(=O)Nc3ccc4c(c3)OCO4)cc2)S(C)(=O)=O)cc1
(23) CCCN(C(=O)CSc1nnc2ccccn12)C1CCS(=O)(=O)C1 (stereo not drawn)
(24) CCCCN1C(=O)C(O)(CC(=O)c2ccccn2)c2ccccc21 (stereo not drawn)
(25) O=C(c1c(F)cccc1F)N1CCC(O)(c2cccnc2)CC1
(26) Cc1ccc(Sc2c([N+](=O)[O-])c(C)nn2C)cc1
(27) CCOc1cc(C(=S)N2CCOCC2)cc(Br)c1OS(=O)(=O)c1ccccc1
(28) O=C(CSc1nnc(-c2cccs2)o1)OCc1ccccc1
(29) CCCCC(=O)Nc1ccc(C(=O)N(CC)c2ccccc2C)cc1
(30) CCOC(=O)Nc1nc(-c2ccccc2)c(C(=O)c2ccc(Cl)cc2)s1

screen / no.,21,22,23,24,25,26,27,28,29,30
CIT2-GFP yeast,92,102,87,104,93,102,100,96,85,99
VLA-4 inh,23,12,0,13,24,-1,1,10,15,0
GRK2 aptamer HTS,2,2,12,17,5,2,0,4,4,2
LAP4 TOR yeast,115,105,89,96,83,103,88,112,103,126
RPL19A-GFP yeast,97,99,91,105,92,104,93,99,98,108
MEP2-GFP yeast,90,108,94,107,90,100,100,101,89,106
Yeast superoxide,115,100,81,112,104,91,95,109,99,108
AGP1-GFP MLPCN,101,102,93,103,·,104,93,98,102,·

(31) Cc1cc(CNC(=O)COc2ccc(C#N)cc2)c2ccccc2n1
(32) N#Cc1cccc(NC(=O)CNc2cccc(S(=O)(=O)N3CCCC3)c2)c1
(33) Cc1ccc(S(=O)(=O)/N=C(/Nc2ccc(O)c(C(=O)O)c2)c2ccccc2)cc1
(34) Cc1cccc(-n2ncc3c(N4CCc5ccccc54)ncnc32)c1
(35) CCc1cc2c(-c3ccccc3)cc(=O)oc2cc1OC(C)C(C)=O (stereo not drawn)
(36) CCCc1cc(C(N)=O)c(NC(=O)c2ccoc2C)s1
(37) Fc1ccccc1Cc1nnc2n1N=C(c1ccc(Cl)cc1)CS2
(38) Cc1ccc2nc(CSc3nc(C)ccc3C#N)[nH]c2c1
(39) CC(Oc1cc(F)ccc1[N+](=O)[O-])C(=O)Nc1ccc(S(=O)(=O)N2CCCC2)cc1 (stereo not drawn)
(40) Cc1cc(C)c(CN2CCN(C(=O)Cn3ccc(N)nc3=O)CC2)c(C)c1

screen / no.,31,32,33,34,35,36,37,38,39,40
CIT2-GFP yeast,97,105,81,93,103,111,88,73,98,93
VLA-4 inh,3,-3,8,11,-3,11,0,·,-1,0
GRK2 aptamer HTS,3,1,0,2,2,1,0,0,2,12
LAP4 TOR yeast,92,95,101,101,101,103,85,118,122,106
RPL19A-GFP yeast,98,97,97,98,99,93,89,94,102,103
MEP2-GFP yeast,102,98,96,100,99,105,90,96,102,99
Yeast superoxide,95,105,92,97,104,86,104,103,93,109
AGP1-GFP MLPCN,93,98,99,104,92,90,89,92,105,102

(41) CC(C)Cn1c(N)c(C(=O)CSc2ncnc3sc4c(c23)CCCC4)c(=O)n(C)c1=O
(42) COc1ccc(C2C=C(c3ccccc3)Nc3ncnn32)cc1 (stereo not drawn)
(43) Nc1[nH]n(-c2ccccc2)c(=O)c1N=Nc1ccc2c(c1)OCCO2
(44) CC(C1CC1)N(Cc1ccccc1)C(=O)NC(=O)c1ccc(F)cc1 (stereo not drawn)
(45) COCCCNC(=O)c1ccccc1C(F)(F)F
(46) COc1cc(OC)cc(C(=O)NCc2ccc3c(c2)cc(C)n3C)c1
(47) COc1ccccc1N1CCN(C(=O)c2ccc3nc(-c4ccco4)c(-c4ccco4)nc3c2)CC1
(48) O=c1c([N+](=O)[O-])c(NCCN2CCCCCC2)c2ccccc2n1-c1ccccc1
(49) Cc1ccc(S(=O)(=O)N2CCN(Cc3nc4sc5c(c4c(=O)[nH]3)CCCC5)CC2)cc1
(50) N#Cc1ccc(C(=O)Nc2ccc([N+](=O)[O-])cc2)c(F)c1

screen / no.,41,42,43,44,45,46,47,48,49,50
CIT2-GFP yeast,105,102,97,85,105,100,79,95,86,106
VLA-4 inh,-11,8,-3,2,2,-10,11,27,-1,1
GRK2 aptamer HTS,0,0,0,1,1,82*,4,0,1,0
LAP4 TOR yeast,95,106,111,?,104,104,111,96,93,104
RPL19A-GFP yeast,106,102,99,90,102,104,94,98,91,97
MEP2-GFP yeast,106,101,104,?,103,102,98,93,91,118
Yeast superoxide,117,101,134,111,92,109,102,90,102,89
AGP1-GFP MLPCN,106,89,96,?,102,101,97,97,94,101

An excerpt of these results, tab-delimited:
No.	compound	CIT2-GFP yeast	VLA-4 inh	GRK2 aptamer HTS	LAP4 TOR yeast	RPL19A-GFP yeast	MEP2-GFP yeast	Yeast superoxide	AGP1-GFP MLPCN
49	Cc1ccc(S(=O)(=O)N2CCN(Cc3nc4sc5c(c4c(=O)[nH]3)CCCC5)CC2)cc1	86	-1	1	93	91	91	102	94
44	CC(C1CC1)N(Cc1ccccc1)C(=O)NC(=O)c1ccc(F)cc1 (stereo not drawn)	85	2	1	?	90	?	111	?
48	O=c1c([N+](=O)[O-])c(NCCN2CCCCCC2)c2ccccc2n1-c1ccccc1	95	27	0	96	98	93	90	97

Additional records follow:
(51) Cc1ccc(N(CC(O)CN2CCOCC2)S(=O)(=O)c2ccc([N+](=O)[O-])cc2)cc1 (stereo not drawn)
(52) COc1ccc(NC(=O)CN(C)C(=O)c2cc3c(s2)CCC(C)C3)cc1 (stereo not drawn)
(53) CCOC(=O)C1CCCCN1S(=O)(=O)c1cc2c(cc1C)NC(=O)CO2 (stereo not drawn)
(54) COC(CNc1ccc([N+](=O)[O-])c(NCC(OC)OC)c1C#N)OC
(55) CN(Cc1ccccc1)S(=O)(=O)c1ccc2c(c1)n(C)c(=O)c(=O)n2C
(56) CC1CCc2cc(F)ccc2N1S(=O)(=O)c1ccc(F)cc1 (stereo not drawn)
(57) CCCCNc1nc(-c2ccccc2)c(C(=O)OCC)cc1C#N

screen / no.,51,52,53,54,55,56,57
CIT2-GFP yeast,111,93,87,99,103,108,102
VLA-4 inh,8,3,-4,0,8,4,-4
GRK2 aptamer HTS,2,6,0,1,0,4,1
LAP4 TOR yeast,89,88,98,112,121,86,115
RPL19A-GFP yeast,106,81,98,98,107,104,95
MEP2-GFP yeast,102,96,93,100,107,92,99
Yeast superoxide,111,102,108,120,95,101,66
AGP1-GFP MLPCN,99,93,94,101,110,105,105
